HCMV antiviral – qHTS Assay for inhibitors of the human cytomegalovirus (HCMV) | HFF cells, HCMV-luciferase reporter, 72 h; hits give low values | activity change, negative = inhibition, % at 57.5 µM | 4.5% of 410,000 active | AID 1259415, 2018; in the data active means activity change below about -60%; inconclusive means no clear call, values can overlap the other calls; inactive means above about -39%; further: on the % scale 0 is the no-effect control and ±100 the full control effect
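Human foreskin fibroblasts infected with luciferase-reporter HCMV at MOI 1 PFU/cell, compounds at two doses. Luciferase measured 72 h post infection; normalized to buffer-only basal and Salinomycin (10uM) controls.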
AMA1-RON2 inh – qHTS for Inhibitors of AMA1-RON; Towards Development of Antimalarial Drug Lead: Primary Screen. Plasmodium falciparum AMA1 (3D7) - RON2 peptide interaction. AlphaScreen AMA1-biotinylated RON2 peptide binding. Potency, µM (titrated, usually from 58.2 µM), for inactives: top-dose activity change, negative = inhibition, hits mostly inhibitors. 0.2% of 360,000 active;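 further: potency means the concentration at half of the fitted maximal effect; 0% = vehicle wells and -100% = peptide control; nearly all actives have a fitted effect of over 45% in size; some results filed as inactive show a strong effect at the top dose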
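AMA1 (3D7) with his tag at 25 nM final met compounds first, then biotinylated RON2 peptide at 25 nM; detection used donor plus acceptor beads, 10 µg/mL apiece, read by AlphaScreen after 30 min at room temperature.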
CHX counter – Cycloheximide Counterscreen for Small Molecule Inhibitors of Shiga Toxin; cell reporter, cycloheximide protein synthesis inhibition counterscreen; max response, %; 12% of 300,000 active; in the data active means max response mostly above about 13%, no sharp cut-off; inactive means mostly below about 14%; further: read at 38.3 µM for the half of the compounds with a filed dose; 0% is about no effect
AmpC inh no detg – qHTS Inhibitors of AmpC Beta-Lactamase (assay without detergent). P00811. AmpC nitrocefin hydrolysis, absorbance 480 nm, 0.0001% Triton. Potency, µM (top dose mostly 57.1 µM), without a hit: at the top dose activity change, negative = inhibition, hits mostly inhibitors. 0.52% of 330,000 active. AID 485341, 2010;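 further: potency means the concentration at half of the fitted maximal effect; plate controls were no compound for no effect and no enzyme for full effect; nearly all actives have a fitted effect of over 20% in size; some results filed as inactive show a strong effect at the top dose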
Target sequence (P00811 whole entry, looked up): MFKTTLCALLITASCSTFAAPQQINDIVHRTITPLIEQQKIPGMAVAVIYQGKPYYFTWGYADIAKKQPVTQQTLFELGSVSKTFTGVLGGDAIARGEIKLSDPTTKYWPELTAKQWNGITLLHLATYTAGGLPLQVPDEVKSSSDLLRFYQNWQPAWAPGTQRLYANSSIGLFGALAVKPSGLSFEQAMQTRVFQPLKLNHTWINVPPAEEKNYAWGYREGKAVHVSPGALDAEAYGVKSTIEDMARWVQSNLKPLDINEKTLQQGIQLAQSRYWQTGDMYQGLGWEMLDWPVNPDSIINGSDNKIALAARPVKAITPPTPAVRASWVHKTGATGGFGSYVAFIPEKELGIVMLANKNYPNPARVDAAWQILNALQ
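AmpC (5.3 nM in the dispensed reagent) in 20 mM phosphate pH 7.0 with 0.01% (detergent screen) or 0.0001% Triton X-100 was preincubated with compounds for 15 min at room temperature. Nitrocefin was then added from an 800 uM solution, and hydrolysis was followed at 480 nm.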
AmpC inh detg – qHTS Inhibitors of AmpC Beta-Lactamase (assay with detergent). AID 485294, 2010. Potency, µM (doses to about 114 µM), without a hit: at the top dose activity change, negative = inhibition, hits mostly inhibitors. P00811. 0.041% of 370,000 active. AmpC hydrolysis of nitrocefin, absorbance 480 nm, 0.01% Triton;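 further: potency means the concentration at half of the fitted maximal effect; 0% = no-compound wells and -100% = no-enzyme wells; nearly all actives have a fitted effect of over 25% in size; some results filed as inactive show a strong effect at the top dose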
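20 mM phosphate pH 7.0 + 0.01% (detergent screen) or 0.0001% Triton X-100; 5.3 nM AmpC reagent; cpd preinc 15 min RT; nitrocefin (800 uM stock) to start; A480 q20 s × 4 min; Activity was normalised to no-enzyme and no-compound control wells.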
Shiga toxin inh – A qHTS for Small Molecule Inhibitors of Shiga Toxin | AID 2315, 2010 | 9.2% of 290,000 active | inhibition, % at 38.7 µM | Vero cells, Shiga toxin protein synthesis inhibition reporter; in the data active means inhibition mostly above about 28%, no sharp cut-off; inactive means mostly below about 43%; further: 0% is about no effect
FBPA Giardia inh – qHTS Assay for Inhibitors of Fructose-1,6-bisphosphate Aldolase from Giardia Lamblia. 0.71% of 290,000 active. purified Giardia FBPA. Potency, µM (doses to about 59.6 µM), without a hit: at the top dose activity, negative = inhibition, hits mostly inhibitors. A8B2U2; further: potency means the concentration at half of the fitted maximal effect; on the % scale 0 is the no-effect control and ±100 the full control effect; nearly all actives have a fitted effect of over 55% in size
Target sequence (A8B2U2 whole entry, looked up): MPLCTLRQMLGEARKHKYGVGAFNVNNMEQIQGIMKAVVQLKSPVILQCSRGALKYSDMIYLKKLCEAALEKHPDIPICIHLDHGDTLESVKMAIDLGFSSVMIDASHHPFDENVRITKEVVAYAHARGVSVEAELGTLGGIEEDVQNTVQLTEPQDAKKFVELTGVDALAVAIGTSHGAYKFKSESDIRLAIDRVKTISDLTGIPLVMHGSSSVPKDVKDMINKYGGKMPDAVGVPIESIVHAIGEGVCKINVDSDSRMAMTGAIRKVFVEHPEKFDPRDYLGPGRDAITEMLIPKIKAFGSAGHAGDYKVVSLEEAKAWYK
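Giardia FBPA (40 nM reagent) was preincubated 10 min at RT with compound (up to 57.5 uM final), then substrate plus GAPDH/TPI/NAD/arsenate coupling system with diaphorase/resazurin was added; resorufin fluorescence (525/598 nm) was read after 20 min.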
Numbers without * were called inactive; u = inconclusive; x = no result given; [ ] = remark or other dose. Unless noted, the call rests on the fitted dose curve; in most records, active means well fitted curve in the direction sought with a large enough effect; inconclusive means small, poorly fitted or top-dose-only effect, or another doubt; inactive means no such curve, though single readings can be large; an effect the other way counts as inactive or inconclusive.

smiles | AMA1-RON2 inh | FBPA Giardia inh | Shiga toxin inh | AmpC inh detg | CHX counter | HCMV antiviral | AmpC inh no detg
CC(C)CNC1CCS(=O)(=O)C1 (stereo unspecified) | 11% | 0% | -6 | -11% | -2 | 21 | -18%
Cc1cccc(NC(=O)CN2C(=O)N/C(=C\c3ccc(N4CCOCC4)cc3)C2=O)c1 | 15% | 2% | 68* | -1% | 39* | 96 | 1%
CCCN1C(=O)N(C)C(N(O)C(=O)NC)C1(C)C (stereo unspecified) | 9% | 4% | -6 | 2% | -2 | 32 | -8%
Cc1ccc(-n2ncc3c2CCCC3NC(=O)CCc2c(C)noc2C)cc1C (stereo unspecified) | 9% | 2% | -3 | -11% | 12 | u | 55%
O=C(C1=C[C@H](c2ccc(Br)cc2)C[C@H](OCCCCO)O1)N1CCN(Cc2ccc3c(c2)OCO3)CC1 | -1% | -9% | -2 | -5% | -1 | x | 191%[activator]
O=C(c1ccc(NS(=O)(=O)c2ccc(Cl)c(Cl)c2)cc1)N1CCOCC1 | -4% | x | x | u | x | 0 | -29%
OCc1nnn(-c2cccc(C(F)(F)F)c2)c1CO | 8% | 3% | -15 | -4% | -2 | -4 | -2%
Cc1ccccc1Cc1c(C)nc2nc(SCC(=O)NCCCN3CCCCC3)nn2c1C | 11% | -2% | -11 | u | -4 | x | 19%
COc1ccccc1N(C)S(=O)(=O)c1ccc(Cl)c(C(=O)NCC2(N(C)C)CCCCC2)c1 | -9% | x | x | -19% | x | -11 | 7%
CC(=O)N1CCOc2ccc(S(=O)(=O)Nc3ccc(Cl)cn3)cc21 | -11% | -11% | -6 | -13% | 1 | 23 | -18%
O=C(NNC(=S)Nc1ccc(Br)cc1)c1ccccc1Br | 45%[activator] | 18% | 72 | -3% | 11 | 17 | -47%
CCn1cc(Br)c(C(=O)Nc2ccc(F)cc2F)n1 | 7% | -9% | 45* | 6% | 25* | 7 | -10%
CN(C(=O)COC(=O)COc1ccc(Cl)cc1Cl)c1c(N)n(Cc2ccccc2)c(=O)[nH]c1=O | -6% | x | x | u | x | -9 | -28%
O=C(CSc1nc2ccc(Nc3nc(N4CCCC4)nc(N4CCCC4)n3)cc2s1)NCc1ccco1 | 2% | 0% | -18 | -8% | 0 | -17 | -22%
O=C1c2ccccc2[C@@H]2C[C@@H](O)[C@H](Nc3ccccc3)CCN12 | 1% | x | x | x | x | 12 | -12%
Cc1nnc(-n2ncc(C#N)c2N)c2nn(-c3cccc(Cl)c3)c(C)c12 | 1% | -6% | -1 | -1% | 1 | -17 | 82%[activator]
COc1ccc(N(CC(=O)N2CCOCC2)S(C)(=O)=O)cc1Cl | -19% | 15% | -3 | 1% | -2 | -5 | -8%
O=c1c2ccccc2nc(/C=C/c2ccc([N+](=O)[O-])o2)n1-c1ccc(O)cc1 | -3% | -2% | 21 | -2% | 15 | -100* | -28%
Clc1ccc(-[n+]2c(-c3cccc(Br)c3)[nH]c3nc4ccccc4nc32)cc1 | u | -5% | 9 | -5% | -2 | -26 | -16%
COc1ccc(CS(=O)(=O)CC(C)(O)c2ccccc2Cl)cc1 (stereo unspecified) | -9% | 9% | 4 | -3% | -1 | 7 | -7%
CN(CCOc1ccccc1)C(=O)C1CCC(=O)N(CCc2ccc(Cl)cc2)C1 (stereo unspecified) | -5% | x | 87* | 3% | 46* | x | 213%[activator]
Cc1ccc(C2CC(=O)C=C(Nc3ccc(Cl)cc3)C2)cc1 (stereo unspecified) | -2% | 0% | -15 | -8% | -2 | -23 | -25%
Cc1ccnc(NS(=O)(=O)c2ccc(NC(=O)CCc3ccccc3)cc2)n1 | 13% | -15% | -10 | -7% | 5 | 21 | 4%
Cc1cccc(Nc2nc(N)c(C#N)c(CC#N)c2C#N)c1 | -5% | u | -13 | -5% | -4 | -10 | -25%
CCCSc1ccc([C@H]2N[C@@](C)(C(=O)OC)[C@H]3C(=O)N(C)C(=O)[C@@H]23)cc1OC | 9% | x | x | -7% | x | -13 | 16%
O=S(=O)(Nc1nc2ccc(Cl)cc2s1)c1cccs1 | -1% | 12% | 17 | -13% | 5 | x | -34%
CC(=O)N1CCN(c2nnc(-c3ccc(C)cc3)c3ccccc23)CC1 | -9% | 4% | -10 | -2% | -8 | -11 | 44%
CC(=O)Nc1ccc2sc(NC(=O)CN3CCOCC3)nc2c1 | 4% | 4.5µM* | 3 | u | -1 | -7 | -4%
CCOc1cc(N2CCOCC2)c(OCC)cc1NC(=O)c1cc(S(=O)(=O)N2CCOCC2)ccc1F | 2% | x | x | x | x | -40 | 6%
COCC(C)N1CC(O)=C(c2nc(-c3ccc(Cl)cc3)cs2)C1=N (stereo unspecified) | -1% | 1% | -18 | 0% | -1 | -37 | 27%
O=C(CSc1ccc2ccccc2c1)NCc1cccs1 | 4% | -3% | 15 | -2% | 32* | -4 | -11%
Cc1cc(C)c(C)c(S(=O)(=O)N2CCN(Cc3nc4ccccc4[nH]3)CC2)c1C | 6% | 10% | -1 | 3% | -4 | 27 | 29%
c1coc(-c2nnc(-c3ccc4c(c3)OCO4)o2)c1 | x | 0% | 52* | -15% | 22* | 92 | -18%
O=C(C1CCCC1)N1CCCC(Nc2ccc(F)cc2)C1 (stereo unspecified) | -5% | x | -13 | 4% | -3 | u | 18%
Cn1c(=O)n(C)c2cc([N+](=O)[O-])c(N3CCN(S(=O)(=O)c4ccc5ccccc5c4)CC3)cc21 | -2% | -9% | -6 | 2% | -2 | -35 | -3%
CCc1cc(Cn2nc(-c3ccccc3)cc2C(=O)O)on1 | -6% | x | x | u | x | 11 | -10%
CCOC(=O)C1(CCOC)CCN(Cc2ccccc2-c2ccco2)CC1 | -10% | -11% | -4 | 1% | 0 | u | 0%
Cc1ccc2c(c1)C(c1ccccc1)N(C(=O)c1cc3ccccc3oc1=O)CC(=O)N2 (stereo unspecified) | -3% | -1% | -12 | u | -5 | -25 | -35%
Cc1sc(NC(=O)CSc2nnc(CCNC(=O)c3cccs3)n2C)nc1-c1ccccc1 | -3% | 4% | -5 | u | 0 | 92 | -4%
CCN1CCN(S(=O)(=O)c2ccc(Cl)c(C(=O)Nc3nnc(CC(C)C)s3)c2)CC1 | 1% | 9% | -7 | u | -3 | -24 | 19%
NNC(=O)C1COc2cc3ccccc3cc2O1 (stereo unspecified) | 45%[activator] | 18% | -16 | 1% | -2 | -3 | 13%
Cc1c(C)n2c3c(cccc13)CC2 | 14% | -6% | -9 | -8% | 5 | 15 | -18%
COc1ccc(OCCn2cc(/C=C(\C#N)C(=O)NCc3ccco3)c3ccccc32)cc1 | -8% | -4% | 0 | 4% | 8 | 27 | -5%
CC(C)CC(NC(N)=O)C(=O)Nc1ccc(Oc2ccccc2)cc1 (stereo unspecified) | -13% | -8% | -8 | -8% | 4 | u | -16%
Cc1cc(C2=NNC(=NC3CCCCC3)SC2)c(C)n1-c1c(C)n(C)n(-c2ccccc2)c1=O | 51%[activator] | -6% | -8 | 5% | -2 | -22 | 156%[activator]
COC(=O)/C(=C(O)\C=C\c1ccccc1[N+](=O)[O-])c1nc2ccccc2[nH]1 | 33%[activator] | 12% | 13 | u | -2 | 49 | -20%
Cc1ccc(NC(=O)CSc2nnc3ccccn23)cc1S(=O)(=O)N1CCOCC1 | -8% | 9% | -4 | 6% | -2 | -18 | -16%
Cn1c(=O)[nH]c(=O)c2c1nc(CN1CCOCC1)n2CCc1ccccc1 | 0% | 2% | 26 | -9% | -4 | 40 | -10%
C=CCNC(=O)c1onc(CSc2cccc3ccccc23)c1C(=O)O | -2% | 25% | -10 | -1% | -4 | -38 | -19%
COC(=O)c1ccccc1NC(=O)C1CCN(S(=O)(=O)c2cc(OC)ccc2OC)CC1 | u | -3% | 3 | -6% | -2 | -38 | 118%[activator]

Additional records follow:
smiles | AMA1-RON2 inh | FBPA Giardia inh | Shiga toxin inh | AmpC inh detg | CHX counter | HCMV antiviral | AmpC inh no detg
CN(C)c1ccc(/C=N\S(=O)(=O)c2ccccc2)cc1 | 5% | -1% | -3 | -2% | 8 | 35 | -12%
O=C(NCCO)NC(=S)c1ccccc1 | 1% | 1% | -6 | -5% | -2 | -3 | -22%
COC(=O)CN1C(=S)N(c2ccc(OC)cc2)C(=O)/C1=C/c1ccc(OC)cc1 | u | -3% | -14 | 1% | 6 | -15 | 30%
COc1ccc(-c2nnc(SCC(=O)c3cccs3)o2)cc1 | -7% | 5% | 95* | -17% | 29* | 53 | -35%
N#Cc1cccc(C(=O)N(CCc2ccccc2)Cc2cccs2)c1 | 5% | 1% | -19 | -2% | -2 | -7 | 0%
COc1ccc([N+](=O)[O-])cc1/C=N/Nc1nc(N2CCCCC2)nc(N2CCCCC2)n1 | 5% | -3% | -5 | 4% | 12 | -37 | -13%
CN(C)C(=O)Oc1c(Cl)cc(Cl)c2ccccc12 | -4% | 1% | -5 | -10% | -2 | -71* | 31%
CC(C)n1nc(C(=O)Nc2ccc3c(c2)OCO3)c2ccccc2c1=O | 19% | x | x | -4% | x | -23 | -43%
COc1ccc(NS(=O)(=O)c2cccc(C(=O)N3CCN(Cc4cc(OC)ccc4OC)CC3)c2)cc1 | -12% | x | -4 | 7% | -2 | -20 | 128%[activator]
CC1CN(C(=O)C2CCCN2S(=O)(=O)c2ccc(Cl)cc2)CC(C)O1 (stereo unspecified) | -23% | 3% | 22 | -2% | -3 | 51 | -14%
Cn1cccc1C(=O)OCC(=O)Nc1ccc2[nH]c(=O)[nH]c2c1 | -6% | x | x | x | x | 40 | -8%
Cc1ccc(S(=O)(=O)n2nc(-c3cccnc3)nc2N)cc1 | -3% | 0% | -4 | u | -2 | 2 | -11%
CN1CCN(C(N)=NC(=O)c2ccccc2)CC1 | -2% | 3% | 5 | -15% | -2 | -27 | -18%
CC(C)c1ccccc1NC(=O)COC(=O)c1cccnc1 | 0% | 18% | 2 | 0% | -6 | 7 | -1%
COc1ccc(OCC(O)CNC(=O)Nc2cc(C)cc(C)c2)cc1 (stereo unspecified) | -7% | 6% | -2 | -2% | 0 | 23 | -15%
O=S(=O)(Nc1cccnc1)c1ccc2c(c1)OCCO2 | -8% | 19% | -3 | 0% | -2 | -29 | -47%
Cn1nnnc1SCCNC/C=C/c1ccccc1 | -1% | -5% | -8 | -10% | -4 | 38 | 1%
Cc1ccc(CSc2sc(C(=O)c3ccccc3)c(N)c2C#N)cc1 | 6% | -3% | -12 | 0% | -2 | 7 | 10µM*
CCOC(=O)c1[nH]c(=O)[nH]c1CSc1ccccn1 | 8% | -1% | -19 | 0% | -4 | 74 | -19%
CCc1cccc(NC(=O)Cn2ncn3c(cc4ccccc43)c2=O)c1 | 6% | 11% | 6 | u | 1 | 52 | -53%

Screening results deposited in PubChem by National Center for Advancing Translational Sciences (NCATS).
